TRHR agonist: activates the human TRH receptor; P34981; TRHR cells, calcium flux fluo-8, FDSS agonist mode; activation, % at 2 µM; 0.18% of 360,000 active; in the data active = activation above about 30%; also: 0% is about no effect
Target sequence (P34981 whole entry, looked up): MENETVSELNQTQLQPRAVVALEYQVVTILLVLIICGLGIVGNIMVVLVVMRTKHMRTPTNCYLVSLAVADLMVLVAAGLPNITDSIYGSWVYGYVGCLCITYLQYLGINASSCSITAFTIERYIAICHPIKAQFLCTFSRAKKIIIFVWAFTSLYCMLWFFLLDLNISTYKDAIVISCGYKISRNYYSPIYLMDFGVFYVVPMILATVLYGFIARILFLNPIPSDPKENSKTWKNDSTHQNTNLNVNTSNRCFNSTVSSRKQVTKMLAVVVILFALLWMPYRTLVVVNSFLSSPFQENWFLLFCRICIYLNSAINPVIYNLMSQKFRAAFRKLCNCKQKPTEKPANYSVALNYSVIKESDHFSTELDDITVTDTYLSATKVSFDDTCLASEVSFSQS
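Steps: seed TRHR cells overnight; add fluo-8 no-wash Ca dye, RT 30 min–1.5 h; record 10 s baseline; pin-transfer compounds; monitor fluorescence 1 cycle/s for the agonist window. Calcium increases flag candidate agonists.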
TrxR1 substrate: is turned over as a substrate by rat TrxR1; purified TrxR1 substrate turnover, NADPH consumption readout; AID 588456; Potency, µM (doses to about 114 µM), for inactives: at the top dose activity change, negative = substrate turnover; 0.01% of 390,000 active; also: potency is read from the fitted curve at half-maximal effect; % is scaled to controls: 0 for no effect and ±100 for the full control effect; nearly all actives have a fitted effect of over 50% in size
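Rat TrxR1, dispensed at 90 nM, was prereduced with 400 uM NADPH (final) for 5 min at ~22 deg C, then incubated with compound 15 min before 400 uM selenite. A first-read NADPH fluorescence drop versus no-compound background flagged substrates.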
TrxR1 inh: blocks rat thioredoxin reductase 1; recombinant rTrxR1, NADPH fluorescence consumption, selenite substrate; Potency, µM (doses to about 114 µM), for the others: top-dose activity change, negative = inhibition, usual class: inhibitors; 1% of 390,000 active; AID 588453; also: potency is read from the fitted curve at half-maximal effect; % is scaled to controls: 0 for no effect and ±100 for the full control effect; nearly all actives have a fitted effect of over 65% in size
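Rat TrxR1 (90 nM in the dispensed reagent) was pre-reduced with 400 uM NADPH for 5 min at room temperature, then incubated with compound for 15 min. After 400 uM selenite was added, NADPH fluorescence (Ex 340/Em 450 nm) was followed for 8 min.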
TRHR enhancer: allosteric enhancers of human TRH receptor. enhancement, % at 2 µM. TRHR cells, fluo-8 calcium fluorescence, EC20 TRH enhancement. P34981. 0.66% of 360,000 active; in the data active = enhancement above about 30%; also: 0% is about no effect
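TRHR-expressing cells loaded with fluo-8 calcium dye were read kinetically (ex 480/em 530) during compound addition, then stimulated with an EC20 of TRH (10 nM final). Enhancement of the Gq-mediated intracellular calcium response was scored.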
IDH1 R132H inh: inhibitors of human mutant IDH1 R132H; O75874; IDH1-R132H enzyme, NADPH consumption, diaphorase/resazurin fluorescence; Potency, µM (doses to about 76.6 µM), without a hit: at the highest dose activity change, negative = inhibition, most hits filed as inhibitors; 0.093% of 390,000 active; also: potency is read from the fitted curve at half-maximal effect; % is scaled to controls: 0 for no effect and ±100 for the full control effect; nearly all actives have a fitted effect of over 65% in size
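IDH1-R132H (0.5 ug/mL) preincubated 30 min with compound, then NADPH (0.016 mM) and alpha-KG (2 mM) added; 80 min at RT, pH 7.5. Remaining NADPH coupled via diaphorase/resazurin to fluorescence (540/590 nm); concentration-response curves normalized to no-enzyme control.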
D2 agonist: D2 dopamine receptor (human) agonism. 0.53% of 340,000 active. activation, % at 2 µM. HEK293 T-REx D2 cells, calcium flux agonist mode. P14416. AID 485358;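 active = activation over 3 SD above normal in the single-dose calcium agonist read, cut at about 30% in these data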; also: 0% is about no effect
Target sequence (P14416 whole entry, looked up): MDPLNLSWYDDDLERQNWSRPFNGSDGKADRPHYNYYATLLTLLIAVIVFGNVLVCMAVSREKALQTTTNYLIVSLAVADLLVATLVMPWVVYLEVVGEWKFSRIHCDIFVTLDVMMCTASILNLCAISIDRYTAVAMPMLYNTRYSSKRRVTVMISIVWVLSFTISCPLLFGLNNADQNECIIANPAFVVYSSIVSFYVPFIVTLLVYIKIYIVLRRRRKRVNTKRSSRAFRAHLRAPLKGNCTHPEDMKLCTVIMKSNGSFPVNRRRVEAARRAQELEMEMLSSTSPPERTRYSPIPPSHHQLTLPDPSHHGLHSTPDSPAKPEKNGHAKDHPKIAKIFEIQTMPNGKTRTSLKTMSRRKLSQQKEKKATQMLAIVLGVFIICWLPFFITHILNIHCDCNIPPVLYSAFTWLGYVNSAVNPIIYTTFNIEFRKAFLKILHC
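Tetracycline-induced HEK293 Trex cells with D2 receptor force-coupled to calcium signaling, plated overnight at 30 C and loaded with no-wash calcium dye. Calcium flux read kinetically for 180 s after compound addition; responses flag agonists.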
PI4K2A inh: blocks human PI4K2A kinase activity. Q9BTU6. purified PI4K2A, ADP-Glo luminescence, 1 h; active compounds read low. activity change, negative = inhibition, % at 76.9 µM. 0.13% of 420,000 active. AID 1346378; in the data active = activity change below about -50%; inconclusive = mostly about -30% to -49%;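 also: -100% = wells without enzyme as full effect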
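PI4K2A activity was measured by ADP-Glo luminescence: enzyme (4 ug/mL stock) and phosphatidylinositol (1.2 mM stock) in Tris pH 7.5/MgCl2/EGTA/Triton X-100 buffer were reacted with ATP (300 microM stock) for one hour at ambient temperature.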
USP1-UAF1 inh: inhibitors of human USP1/UAF1 deubiquitinase | O94782 | recombinant USP1/UAF1, Ub-Rhodamine cleavage fluorescence | Potency, µM (series often up to 57.1 µM), for inactives: at the top dose activity change, negative = inhibition, actives largely listed as inhibitors | 0.23% of 390,000 active; also: potency is read from the fitted curve at half-maximal effect; % is scaled to controls: 0 for no effect and ±100 for the full control effect; nearly all actives have a fitted effect of over 60% in size; inactives centre near -12
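Step one: compound is pinned into 1nM USP1/UAF1 in HEPES pH 7.8 buffer with TCEP. Step two: 15 min room-temperature incubation. Step three: Ub-Rho (150nM final) starts cleavage, tracked by fluorescence over six one-minute reads.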
D2 antag: D2 dopamine receptor (human) antagonism; 2% of 340,000 active; HEK293 TREx D2 cells, calcium flux, dopamine EC80; P14416; inhibition, % at 10 µM; in the data active = inhibition above about 30%; also: 0% is about no effect
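Calcium mobilization kinetics were recorded at 1 s intervals in tetracycline-induced HEK293 T-REx D2 cells, first for 180 s after compound addition and then 180 s after EC80 dopamine.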
* hit, by the source's call; ? = inconclusive; · = not tested or not shown; [ ] = another dose, or the depositor's remark. Unless noted, calls follow the shape of the dose curve; as a rule, active = well fitted inhibition curve with a large enough effect; inconclusive = small, poorly fitted or top-dose-only effect; inactive = no such curve, though single readings can be large or run the other way. The order is random; about 3.9% have a hit in one of these screens.

(1) O=C(OC1CCCCC1=O)c1cc(S(=O)(=O)N2CCOCC2)ccc1F (configuration not stated)
(2) c1coc(CN(Cc2cccs2)Cc2nnnn2C2CCCCC2)c1
(3) Cc1ccc(C(C(=O)NCCc2ccccc2)N(C(=O)c2csnn2)C2CC2)cc1 (configuration not stated)
(4) Cc1ccccc1C(=O)n1nc(-c2cccnc2)nc1NCc1ccccc1
(5) O=C(Nc1cccc(S(=O)(=O)N2CCCC2)c1)c1ccncc1
(6) CCOC(=O)C1CCCN(C(=O)c2cc(COc3ccc(C)nc3)on2)C1 (configuration not stated)
(7) COc1cc(N=Nc2c(O)c3ccccc3[nH]c2=O)c(OC)cc1N=Nc1ccccc1
(8) COc1ccc(Cc2nnc(N/N=C/c3ccc(O)cc3O)[nH]c2=O)cc1OC
screen / no.	1	2	3	4	5	6	7	8
TRHR agonist	0.5	-1.9	0.3	3.1	0.1	-0.1	0.7	-1.1
TrxR1 substrate	2%	-5%	11%[57.1 µM]	-1%	1%	-6%	4%	-12%
TrxR1 inh	9%	-21%	18%[57.1 µM]	21%	2%	-27%	12%	-15%
TRHR enhancer	4	-2	4	-11	-3	0	-8	-4
IDH1 R132H inh	20%	13%	8%	16%	6%	0%	-5%	2%
D2 agonist	-0.2	-1.1	0.3	0.0	0.3	-2.4	1.1	-1.0
PI4K2A inh	3	-10	3	4	7	-1	1	10
USP1-UAF1 inh	-10%	-14%	-16%	?	-8%	-5%	-29%	-2%
D2 antag	-2	-15	27	·	6	-5	3	-7

(9) CCCN1CCC(NC(=O)Nc2ccc(F)cc2F)CC1
(10) N#CCC(=O)Nc1ccc(C(=O)Nc2ccc3c(c2)OCO3)cc1
(11) CCN(c1ccccc1)c1nc2nonc2nc1NCCO
(12) COc1ccc(CC(=O)NCc2n[nH]c(=S)n2-c2ccccc2)cc1
(13) COc1ccc2c(CN(C)c3ccccc3)cc(=O)oc2c1
(14) Cc1onc(-c2ccccc2)c1C(=O)Nc1ccon1
(15) CCC(C)(C)NC(=O)C(c1ccc(F)cc1)N(Cc1cccc(OC)c1)C(=O)c1cnccn1 (configuration not stated)
(16) CCCCc1ccc(NC(=O)C(C)CC)cc1 (configuration not stated)
screen / no.	9	10	11	12	13	14	15	16
TRHR agonist	0.5	-0.1	0.0	0.3	0.2	0.0	0.2	-0.5
TrxR1 substrate	2%	-1%	-6%	2%	17%	6%	-1%[57.1 µM]	-1%
TrxR1 inh	4%	16%	4%	-21%	-19%	15%	3%[57.1 µM]	11%
TRHR enhancer	0	-5	17	-4	-2	1	1	11
IDH1 R132H inh	3%	-3%	6%	6%	16%	4%	3%	0%
D2 agonist	-0.2	-0.2	-0.4	0.0	0.7	-0.7	0.2	0.8
PI4K2A inh	-3	-14	1	4	2	-2	3	-1
USP1-UAF1 inh	-5%	-15%	-22%	-5%	3%	-1%	-14%	-7%
D2 antag	-7	-11	-1	2	13	-1	11	-4

(17) CCOc1ccc(-c2noc(CCC(=O)NC3CCCCC3)n2)cc1OC
(18) Nc1ccc(-c2cc3ccccc3oc2=O)cc1
(19) CCn1c2ccccc2c2nnc(SCC(=O)O)nc21
(20) COc1ccccc1NS(=O)(=O)c1cc(NC(=O)c2ccncc2)ccc1N1CCCC1
(21) CCOC(=O)c1oc2cc(O)cc(O)c2c(=O)c1OCc1ccccc1
(22) c1ccc(-c2nnc(CN3CCCc4ccccc43)o2)cc1
(23) COc1ccccc1C(=O)N/C(=C/c1ccc2c(c1)OCO2)C(=O)Nc1cccc(C(=O)O)c1
(24) COCCCNC(=O)CSc1nc2c(sc3ccccc32)c(=O)n1CCCC(=O)NCC1CCCO1 (configuration not stated)
screen / no.	17	18	19	20	21	22	23	24
TRHR agonist	-1.3	-0.3	-0.4	0.7	·	3.9	0.5	0.7
TrxR1 substrate	12%[0.0914 µM]	5%[57.1 µM]	-6%	3%[57.1 µM]	-6%	3%[57.1 µM]	-10%	-5%[57.1 µM]
TrxR1 inh	23%[0.0914 µM]	14%[57.1 µM]	-3%	1%[57.1 µM]	1%	2%[57.1 µM]	-5%	13%[57.1 µM]
TRHR enhancer	3	26	-2	2	·	-4	-7	-6
IDH1 R132H inh	13%	4%	-2%	3%	-12%	4%	3%	6%
D2 agonist	-3.1	-0.2	-0.8	2.0	·	5.1	0.1	1.4
PI4K2A inh	-4	7	-2	-1	-2	-6	1	4
USP1-UAF1 inh	-10%	-1%	-29%	?	-17%	-8%	-8%	-1%
D2 antag	5	-4	·	10	·	10	-5	13

(25) Cc1nnc(NC(=O)CSc2nnc(Cc3ccccc3)n2Cc2ccccc2)s1
(26) CCOc1cc(S(=O)(=O)NCCCN2CCOCC2)ccc1F
(27) CC(=O)Nc1ccccc1OC(C)C(=O)N1CCC(C)CC1 (configuration not stated)
(28) COc1ccc(/C(N)=N/OC(=O)Cc2ccccc2)cc1
(29) CCCCSc1nc2c(cnn2-c2ccc(Cl)cc2)c(=O)[nH]1
(30) Fc1ccc(OCCOCCN2CCCC2)cc1
(31) O=C1CSC(c2ccccn2)N1c1ccc(C(F)(F)F)cc1 (configuration not stated)
(32) CC(C)CN(C(=O)COC(=O)c1ccc(-c2ccccc2)cc1)C1CCS(=O)(=O)C1 (configuration not stated)
screen / no.	25	26	27	28	29	30	31	32
TRHR agonist	-0.4	-1.8	0.4	-0.3	-0.2	·	0.3	0.3
TrxR1 substrate	-8%	-2%	-1%	1%	-4%	6%	7%	8%[57.1 µM]
TrxR1 inh	-11%	5%	14%	20%	15%	15%	22%	23%[57.1 µM]
TRHR enhancer	-1	3	1	-2	42*	·	2	4
IDH1 R132H inh	5%	2%	-1%	15%	4%	0%	4%	2%
D2 agonist	0.6	-0.3	1.6	0.2	·	·	-0.3	-0.1
PI4K2A inh	2	0	-1	3	2	3	-1	-1
USP1-UAF1 inh	-12%	1%	-14%	-20%	7%	-13%	-14%	-10%
D2 antag	-8	13	-6	-5	·	·	1	4

(33) COCCOC(=O)C1=C(C)N=C2SCCC(=O)N2C1/C=C/c1ccccc1 (configuration not stated)
(34) Cc1ccc(S(=O)(=O)N(c2cccc(C(F)(F)F)c2)C2C=CS(=O)(=O)C2)cc1 (configuration not stated)
(35) O=C(CSc1nnc(Nc2ccccc2F)s1)NC1CCCC1
(36) Cc1cc(C)nc(N(C#N)Cc2ccccc2)n1
(37) CC1CC(C)(C)NC(=S)N1CCCC(=O)Nc1ccc(F)cc1 (configuration not stated)
(38) Cc1ccccc1C(=O)Nc1ccccc1NC(=O)c1ccccc1Br
(39) CC(C)Cn1c(-c2cccc(Br)c2)nc2ccccc21
(40) COc1ccc(-n2c(=S)[nH]c3c(sc(=S)n3-c3ccccc3)c2=O)c(OC)c1
screen / no.	33	34	35	36	37	38	39	40
TRHR agonist	-0.2	0.3	0.3	-0.6	0.2	0.7	-1.7	0.4
TrxR1 substrate	0%	7%	1%	13%[57.1 µM]	4%[57.1 µM]	16%[57.1 µM]	-5%	12%[57.1 µM]
TrxR1 inh	-34%	3%	7%	8%[57.1 µM]	-4%[57.1 µM]	24%[57.1 µM]	-13%	-15%[57.1 µM]
TRHR enhancer	14	-8	0	3	3	2	-3	-2
IDH1 R132H inh	?	-2%	-5%	0%	-3%	5%	19%	0%
D2 agonist	1.6	-0.4	-1.0	0.1	6.4	-0.5	0.7	0.1
PI4K2A inh	-14	-1	4	1	-1	-5	-8	-6
USP1-UAF1 inh	-8%	-15%	-16%	1%	-2%	-30%	?	-5%
D2 antag	-2	-9	13	-28	14	-8	·	-3

(41) COc1cccc(NC(=O)c2cc(-c3ccco3)nc3ccccc23)c1
(42) O=C(c1ccc(F)cc1)C1CCN(C(=O)N2CCOCC2)CC1
(43) CCOC(=O)c1cc(S(=O)(=O)N2CC(C)CC(C)C2)cn1C (configuration not stated)
(44) COc1ccc(CNC(=O)c2c(N)n(CCCN3CCOCC3)c3nc4ccccc4nc23)cc1
(45) Cn1ncc2c(NNC(=O)C3CCCCC3)ncnc21
(46) Cc1cc(=O)[nH]c(N/N=C/c2cccc(Br)c2)n1
(47) COc1ccc(-c2cc(C)no2)cc1S(=O)(=O)Nc1cccc(C)c1
(48) COc1ccc(-c2nc3ccccc3n3c(-c4ccccc4)c4c(=O)n(C)c(=O)n(C)c4c23)cc1OC
(49) CCc1c(C)c(C#N)c2nc3ccccc3n2c1NC
screen / no.	41	42	43	44	45	46	47	48	49
TRHR agonist	·	0.5	-0.4	0.7	2.5	0.0	0.2	0.7	-1.9
TrxR1 substrate	7%	2%	1%	64%[activator]	-7%[57.1 µM]	-12%	1%	-5%	3%
TrxR1 inh	6%	23%	6%	-8%	5%[57.1 µM]	6%	11%	9%	-4%
TRHR enhancer	·	16	-2	7	4	-4	7	-2	0
IDH1 R132H inh	-6%	-4%	-1%	10%	8%	6%	-7%	-18%	2%
D2 agonist	·	0.4	-1.0	1.0	-0.1	-0.1	-1.2	-0.1	-0.2
PI4K2A inh	-1	7	1	1	4	3	-2	0	-1
USP1-UAF1 inh	2%	-16%	-25%	?	4%	-13%	-10%	-25%	-29%
D2 antag	·	-5	0	16	2	-2	0	·	-22

Among those listed so far, these have an aryl thioether with sulfur outside any ring:
(19) CCn1c2ccccc2c2nnc(SCC(=O)O)nc21
(24) COCCCNC(=O)CSc1nc2c(sc3ccccc32)c(=O)n1CCCC(=O)NCC1CCCO1 (configuration not stated)
(25) Cc1nnc(NC(=O)CSc2nnc(Cc3ccccc3)n2Cc2ccccc2)s1
(29) CCCCSc1nc2c(cnn2-c2ccc(Cl)cc2)c(=O)[nH]1
(35) O=C(CSc1nnc(Nc2ccccc2F)s1)NC1CCCC1
screen / no.	19	24	25	29	35
TRHR agonist	-0.4	0.7	-0.4	-0.2	0.3
TrxR1 substrate	-6%	-5%[57.1 µM]	-8%	-4%	1%
TrxR1 inh	-3%	13%[57.1 µM]	-11%	15%	7%
TRHR enhancer	-2	-6	-1	42*	0
IDH1 R132H inh	-2%	6%	5%	4%	-5%
D2 agonist	-0.8	1.4	0.6	·	-1.0
PI4K2A inh	-2	4	2	2	4
USP1-UAF1 inh	-29%	-1%	-12%	7%	-16%
D2 antag	·	13	-8	·	13

From PubChem BioAssay
